Source: PubChem
hIAP act: increases human intestinal alkaline phosphatase activity | P09923 | purified human IAP, CDP-Star luminescence, 30 min; hits give high values; 1 = vehicle-only enzyme, 0 = enzyme-free background | activation factor at 10 µM | hit rate 0.16% among 330,000 | AID 2524;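 active means activation factor of the enzyme at least 2-fold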; further: the source names both 10 and 20 µM as test concentration; values of inactives mirror those of a sister screen read the other way
Target sequence (P09923 whole entry, looked up): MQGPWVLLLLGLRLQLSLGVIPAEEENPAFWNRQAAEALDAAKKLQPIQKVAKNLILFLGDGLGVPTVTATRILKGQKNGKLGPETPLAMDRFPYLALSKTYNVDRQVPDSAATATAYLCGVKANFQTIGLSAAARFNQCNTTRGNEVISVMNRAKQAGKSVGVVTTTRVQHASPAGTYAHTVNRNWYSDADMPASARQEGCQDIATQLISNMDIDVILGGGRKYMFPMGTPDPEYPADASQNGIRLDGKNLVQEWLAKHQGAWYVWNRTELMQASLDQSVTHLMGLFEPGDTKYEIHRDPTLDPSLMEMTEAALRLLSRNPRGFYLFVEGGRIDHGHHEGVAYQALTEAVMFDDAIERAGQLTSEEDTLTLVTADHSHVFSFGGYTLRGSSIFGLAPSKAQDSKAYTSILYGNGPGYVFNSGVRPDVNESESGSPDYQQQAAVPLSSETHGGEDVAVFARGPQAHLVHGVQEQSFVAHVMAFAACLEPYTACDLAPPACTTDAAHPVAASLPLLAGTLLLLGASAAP
MPTP inh: permeability transition pore inhibition | isolated mouse mitochondria, Ca2+ swelling absorbance, 30 min | inhibition, % at 10 µM | hit rate 1.4% among 360,000 | AID 602449;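 active means inhibition of 50% or more, scaled per plate between neutral and stimulator controls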;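 further: 0% = DMSO wells given calcium and 100% = 1 mM EGTA wells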
SENP6 inh: inhibitors of human SENP6 protease. Recombinant SENP6 catalytic domain, aminoluciferin luminescence. inhibition, % at 10 µM. hit rate 1.8% among 330,000;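 active means inhibition above about 50% at the single tested dose, limit read from the data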;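 further: plate controls were DMSO wells with enzyme for no effect and DMSO wells lacking enzyme for full effect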
SENP1 FRET inh: SENP1 (human) catalytic domain inhibition. inhibition, % at 10 µM. recombinant SENP1 catalytic domain, CyPet-SUMO1-YPet FRET cleavage. Q9P0U3. hit rate 0.21% among 360,000;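 active means inhibition at least 30% at 10 µM, raw YFP signal under a set limit, fluorescence ratio 0.5 to 1.5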;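 further: 0% = enzyme with DMSO and 100% = no enzyme wells; some results filed as inactive read as strong as hits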
Target sequence (Q9P0U3 419-644 limits assumed): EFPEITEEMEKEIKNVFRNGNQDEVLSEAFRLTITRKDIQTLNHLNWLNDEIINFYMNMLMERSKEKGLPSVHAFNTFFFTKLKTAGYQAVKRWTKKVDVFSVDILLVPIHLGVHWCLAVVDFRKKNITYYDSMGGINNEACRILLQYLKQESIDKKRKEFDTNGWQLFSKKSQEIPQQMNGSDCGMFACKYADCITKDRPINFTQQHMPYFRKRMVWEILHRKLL
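system = hSENP1 catalytic domain, recombinant | reagent = SFCypet-SUMO1-SFYpet substrate at 25 nM | doses = one dose per compound, 10 µM, 0.5% DMSO | incubation = enzyme reaction for 50 min at room temperature, dark | measured by = FRET, CFP and YFP emission | controls = no-enzyme low, enzyme-DMSO high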
NR3A LBD binder: modulators (binders) of human NR3A ligand-binding domain; hit rate 2.5% among 340,000; AID 1259313; NR3A LBD differential scanning fluorimetry, Tm shift; 0% = protein alone, 100% = glycine-bound protein; Tm shift relative to glycine control, % at 25 µM;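 active means melting temperature shift of at least 10% of the positive control shift, at one fixed dose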
PfGluPho inh: PfG6PD (Plasmodium falciparum) enzyme inhibition | PfGluPho enzyme, NADPH resazurin-diaphorase fluorescence | inhibition, % at 20 µM | hit rate 0.78% among 350,000 | AID 504690;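 active means inhibition reaching at least a set limit at 20 µM in the primary screen, cut at about 59% in these data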;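 further: 0% = DMSO wells with substrate and 100% = DMSO wells lacking glucose-6-phosphate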
SENP8 inh: SENP8 (human) protease inhibition. recombinant SENP8, Nedd8 substrate fluorescence. Q96LD8. AID 602440. inhibition, % at 20 µM. hit rate 0.64% among 360,000; in the data active means inhibition mostly above about 40%, no sharp cut-off; inactive means mostly below about 27%
Target sequence (Q96LD8 whole entry, looked up): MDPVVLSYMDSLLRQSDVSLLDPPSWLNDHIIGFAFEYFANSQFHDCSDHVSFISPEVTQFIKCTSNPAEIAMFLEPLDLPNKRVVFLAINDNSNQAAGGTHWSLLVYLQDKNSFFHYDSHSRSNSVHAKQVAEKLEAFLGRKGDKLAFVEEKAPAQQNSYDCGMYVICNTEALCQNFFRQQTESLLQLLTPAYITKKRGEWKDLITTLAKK
ATG4B inh: ATG4B (human) cysteine protease inhibition | Q9Y4P1 | ATG4B cleavage of LC3-PLA2, NBD-HPC fluorescence, 1 h | inhibition, % at 8.33 µM | hit rate 0.51% among 340,000; in the data active means inhibition above about 40%
Starred values were filed as active, the others as inactive; i = inactive; / = not tested or not shown. This is a random part of the collection. Share with any hit: about 6.7%.

#1 COC(=O)c1sc2ncn(N)c(=O)c2c1C
#2 O=C(CSc1nnc(-c2cccnc2)n1CCc1ccccc1)N1CCCCC1
#3 COc1ccc([N+](=O)[O-])cc1COc1ccc2c(-c3ccccc3)cc(=O)oc2c1
#4 CCOC(=O)C1C(c2cccs2)NC(=O)N(C)C1(O)C(F)(F)F (configuration not stated)
#5 N/C(=N\OC(=O)c1ccc(Cl)cc1)c1ccccn1
#6 O=C(O)CCc1ccc(-c2ccc(Cl)cc2)n1CC(=O)Nc1ccccc1
#7 O=Cc1ccc(OC(=O)C2CC(=O)N(c3ccc(F)cc3)C2)cc1 (configuration not stated)
#8 COc1ccc(CC(=O)NNc2ncnc3c2cnn3C)cc1
#9 O=C(NCc1ccc(Cl)cc1)C(=O)NCC(c1cccnc1)N1CCN(c2ccc(F)cc2)CC1 (configuration not stated)
#10 Cc1nc2ncccn2c1-c1csc(Nc2ccc(S(N)(=O)=O)cc2)n1

assay / compound	1	2	3	4	5	6	7	8	9	10
hIAP act	1.2	0.94	1.3	1.1	0.93	1.2	1.2	1.6	1.2	1
MPTP inh	/	-1.8	0.5	-3.8	0.1	-0.4	-1.9	1.6	3.6	1.6
SENP6 inh	2	5	-3	-20	94*	-32	-1	-22	-6	13
ATG4B inh	-7	0	17	-13	11	3	1	-2	-4	-8
SENP8 inh	/	20	-6	13	8	-202	20	-3	29	-37
SENP1 FRET inh	/	2	-9	-1	4	-2	4	2	2	2
PfGluPho inh	-5	-3	-11	-6	13	-11	-8	-5	-9	41
NR3A LBD binder	-1	0	1	3	2	-1	3	4	-4	-3

#11 COc1cc(Cl)ccc1OCc1cc(C(=O)N(C)Cc2cn(C)nc2C)no1
#12 Cc1ccc2occ(CN3CCN(c4ccccc4)CC3)c(=O)c2c1
#13 COC(=O)C1=C(C)N(Cc2ccccc2)C(=NCc2ccc3c(c2)OCO3)N[C@H]1c1ccccc1
#14 N#Cc1cc2ccccc2nc1SCC(=O)Nc1ccc(S(=O)(=O)N2CCCC2)cc1
#15 CCc1ccccc1NC(=O)CNC(=O)CSC(=S)N1CCCC1
#16 CCOC(=O)CC1C(=O)NCCN1S(=O)(=O)c1ccc(Cl)cc1Cl (configuration not stated)
#17 CN1C[C@@H]2[C@@H]3C(=O)N(Cc4ccccc4)C(=O)[C@@H]3[C@](Cc3ccccc3)(C1=O)N2C(=O)c1ccc(Br)cc1
#18 COc1cc(C2Nc3c(F)cccc3C3C=CCC32)cc(Br)c1OC (configuration not stated)
#19 NC(=O)c1ncn([C@@H]2O[C@H](CNC(=O)[C@H](N)CSCc3ccccc3)[C@@H](O)[C@H]2O)n1
#20 CC1(C)CC(NC(=O)C2CCCCC2C(=O)O)CC(C)(C)N1 (configuration not stated)

assay / compound	11	12	13	14	15	16	17	18	19	20
hIAP act	0.93	0.91	1	0.97	1.1	0.95	/	1.1	/	1.1
MPTP inh	-1.3	0.7	0.7	-1.2	0.8	0.6	-0.7	4.2	-2.0	0.3
SENP6 inh	-6	9	-13	-7	-23	-17	/	-18	/	7
ATG4B inh	-6	-7	2	-13	-8	-4	-13	-1	0	-4
SENP8 inh	-7	14	-2	-2	9	3	-16	23	-14	19
SENP1 FRET inh	-1	2	-10	2	0	1	-1	2	2	2
PfGluPho inh	7	-4	2	5	5	2	1	32	5	-7
NR3A LBD binder	-1	1	2	0	0	1	4	-1	2	1

#21 CC(C)c1ccc(S(=O)(=O)N2CCC(C(=O)NCc3ccco3)CC2)cc1
#22 Cc1sc2nc(CN3CCOCC3)nc(NCCc3ccccc3)c2c1C
#23 Cc1noc(C)c1C(=O)OC(C)C(=O)N1CCc2ccccc21 (configuration not stated)
#24 Cc1cccc(OCCOC(=O)CN2C(=O)NC3(CCCC3)C2=O)c1
#25 COc1ccccc1NS(=O)(=O)c1cccc(NC(=S)NCCN2CCOCC2)c1
#26 O=C1NN(c2ccc(F)cc2)C(=O)/C1=C/c1cccs1
#27 N#Cc1c(SCC(=O)Nc2nncs2)sc2c(O)cc(=O)[nH]c12
#28 CC(C)N(c1nnc(N)s1)C(C)C
#29 Cn1c(=O)[nH]c(=O)c2c1nc(NC1CCCCC1)n2Cc1ccccc1
#30 O=C(NC1CCc2ccccc21)c1cc(COc2c(F)cccc2F)on1 (configuration not stated)

assay / compound	21	22	23	24	25	26	27	28	29	30
hIAP act	1.1	0.84	1.1	1	1	0.81	1	1	1.1	1.1
MPTP inh	0.5	-2.1	0.1	-1.6	-0.2	-1.3	-2.5	-0.4	1.0	0.3
SENP6 inh	-1	-18	-2	-28	-1	-6	-5	5	-12	6
ATG4B inh	5	5	2	0	-7	16	19	-13	8	14
SENP8 inh	-5	-47	10	24	18	6	-11	33	22	6
SENP1 FRET inh	-1	-1	0	4	1	0	-17	1	2	-1
PfGluPho inh	-9	25	3	-13	19	12	16	5	-13	14
NR3A LBD binder	-1	-1	-1	0	-2	0	0	0	-4	-1

#31 CN(CCCCCC(=O)/C=N/O)Cc1ccccc1
#32 N#Cc1c(NC(=O)CSc2n[nH]c(Cc3ccccc3)n2)oc(-c2ccccc2)c1-c1ccccc1
#33 COc1ccc(N2C(=O)c3cccc4cc(Br)cc(c34)C2=O)cc1
#34 CCCCCCCN(C(=O)CCl)c1cccc(C)c1
#35 O=C(N[C@H]1C/C=C\C[C@H](CC(=O)N(CCO)Cc2ccccc2)C(=O)NC[C@H](c2ccccc2)OC1=O)OCC1c2ccccc2-c2ccccc21
#36 O=C(N/N=C/c1cc(Br)c(Br)o1)C(O)c1ccccc1 (configuration not stated)
#37 CC(=O)Nc1cccc(NC(=O)C2CCCN2C(=O)Nc2cccc(C)c2)c1 (configuration not stated)
#38 Cc1cc(NO)c(C(C)C)cc1N=O
#39 COCOc1cc(O)c(C(=O)/C=C/c2ccccc2)c(OCOC)c1
#40 Cc1ccc(NCc2ccccc2OCc2ccccc2F)cc1

assay / compound	31	32	33	34	35	36	37	38	39	40
hIAP act	0.95	1.2	1	0.91	0.93	1.4	0.83	0.65	1	1
MPTP inh	-1.6	1.6	4.7	0.1	-1.5	1.1	1.0	3.8	-0.2	2.7
SENP6 inh	-9	8	-4	-1	-11	30	-14	11	7	23
ATG4B inh	-5	28	9	9	0	6	-6	13	-3	16
SENP8 inh	6	-37	-73	7	5	-153	2	-3	51*	10
SENP1 FRET inh	2	1	-1	1	-3	-1	0	-1	3	1
PfGluPho inh	2	-41	1	-3	4	6	0	5	9	23
NR3A LBD binder	-3	6	4	0	-3	-2	-3	-2	-2	7

#41 CN1CCN(c2nc3c(c(=O)[nH]c(=O)n3C)n2CCOc2ccccc2)CC1
#42 Cc1ccc(-c2cc3c(nn2)-c2ccccc2C3=O)cc1
#43 COC(=O)[C@@H](c1ccccc1)N(C)S(=O)(=O)c1cccc(S(=O)(=O)N(C)[C@@H](C(=O)OC)c2ccccc2)c1
#44 CCOC(=O)CNc1nnc(SCC(=O)OCC)[nH]c1=O
#45 COc1ccc(O)c(C2=Nc3ccccc3N=C(c3cccs3)C2)c1
#46 O=C(Nc1nnc(Cc2c[nH]c3ccccc23)s1)c1ccc(Cl)cc1Cl
#47 COCCNC(=O)C(c1ccc(OC)cc1)N(CCOC)C(=O)CCC(=O)Nc1nccs1 (configuration not stated)
#48 Oc1[nH]c2ccccc2c1N=Nc1ccc(C(F)(F)F)cn1
#49 Cc1ccc(C(=O)NCC(=O)OC(C)C(=O)NC2CCCCC2C)cc1C (configuration not stated)
#50 CC(C)c1ccc(NC(=O)Cc2ccc(NC3=NC4CS(=O)(=O)CC4S3)cc2)cc1 (configuration not stated)

assay / compound	41	42	43	44	45	46	47	48	49	50
hIAP act	/	0.93	0.97	0.98	1	1	0.88	0.87	1	0.87
MPTP inh	0.8	4.8	2.3	58*	-0.2	-0.5	0.0	3.6	-1.3	-0.1
SENP6 inh	/	96*	-9	3	1	-2	-22	15	-7	7
ATG4B inh	1	-2	4	7	7	52*	-3	-3	-9	-9
SENP8 inh	29	49*	8	16	3	-45	10	37	9	6
SENP1 FRET inh	0	2	1	1	4	-33	2	12	-1	-4
PfGluPho inh	-4	-2	-1	-15	-9	13	-4	8	7	-2
NR3A LBD binder	-2	-1	1	1	0	26*	-3	0	2	-4

Quoted from above: nos. 37 to 50
#37 CC(=O)Nc1cccc(NC(=O)C2CCCN2C(=O)Nc2cccc(C)c2)c1 (configuration not stated)
#38 Cc1cc(NO)c(C(C)C)cc1N=O
#39 COCOc1cc(O)c(C(=O)/C=C/c2ccccc2)c(OCOC)c1
#40 Cc1ccc(NCc2ccccc2OCc2ccccc2F)cc1
#41 CN1CCN(c2nc3c(c(=O)[nH]c(=O)n3C)n2CCOc2ccccc2)CC1
#42 Cc1ccc(-c2cc3c(nn2)-c2ccccc2C3=O)cc1
#43 COC(=O)[C@@H](c1ccccc1)N(C)S(=O)(=O)c1cccc(S(=O)(=O)N(C)[C@@H](C(=O)OC)c2ccccc2)c1
#44 CCOC(=O)CNc1nnc(SCC(=O)OCC)[nH]c1=O
#45 COc1ccc(O)c(C2=Nc3ccccc3N=C(c3cccs3)C2)c1
#46 O=C(Nc1nnc(Cc2c[nH]c3ccccc23)s1)c1ccc(Cl)cc1Cl
#47 COCCNC(=O)C(c1ccc(OC)cc1)N(CCOC)C(=O)CCC(=O)Nc1nccs1 (configuration not stated)
#48 Oc1[nH]c2ccccc2c1N=Nc1ccc(C(F)(F)F)cn1

assay / compound	37	38	39	40	41	42	43	44	45	46	47	48
hIAP act	0.83	0.65	1	1	/	0.93	0.97	0.98	1	1	0.88	0.87
MPTP inh	1.0	3.8	-0.2	2.7	0.8	4.8	2.3	58*	-0.2	-0.5	0.0	3.6
SENP6 inh	-14	11	7	23	/	96*	-9	3	1	-2	-22	15
ATG4B inh	-6	13	-3	16	1	-2	4	7	7	52*	-3	-3
SENP8 inh	2	-3	51*	10	29	49*	8	16	3	-45	10	37
SENP1 FRET inh	0	-1	3	1	0	2	1	1	4	-33	2	12
PfGluPho inh	0	5	9	23	-4	-2	-1	-15	-9	13	-4	8
NR3A LBD binder	-3	-2	-2	7	-2	-1	1	1	0	26*	-3	0

#49 Cc1ccc(C(=O)NCC(=O)OC(C)C(=O)NC2CCCCC2C)cc1C (configuration not stated)
#50 CC(C)c1ccc(NC(=O)Cc2ccc(NC3=NC4CS(=O)(=O)CC4S3)cc2)cc1 (configuration not stated)

assay / compound	49	50
hIAP act	1	0.87
MPTP inh	-1.3	-0.1
SENP6 inh	-7	7
ATG4B inh	-9	-9
SENP8 inh	9	6
SENP1 FRET inh	-1	-4
PfGluPho inh	7	-2
NR3A LBD binder	2	-4

(listing goes on)
#51 O=C(c1ccc(CNS(=O)(=O)c2cccc(Cl)c2)cc1)N1CCCCC1
#52 COc1cccc(/C=N/n2nnc3c(cnn3-c3ccccc3)c2=O)c1
#53 COc1ccc(S(=O)(=O)N2CCC3(CC2)OCCO3)cc1
#54 O=C1[C@H](Cc2ccccc2)NCCCC[C@@H](c2ccc(Cl)cc2)N1Cc1ccccc1
#55 Cc1cc2c(C)c(C)c(=O)[nH]c2cc1N
#56 COc1cc(C(=O)Nn2cnnc2)ccc1OC(F)F

assay / compound	51	52	53	54	55	56
hIAP act	1.2	1	1.1	/	1.1	0.96
MPTP inh	1.4	-2.9	0.7	2.6	1.4	-1.2
SENP6 inh	2	-1	-26	/	-6	4
ATG4B inh	2	4	-7	-11	-3	4
SENP8 inh	1	37	15	18	i	9
SENP1 FRET inh	1	1	0	-1	-5	4
PfGluPho inh	-5	4	3	12	21	-10
NR3A LBD binder	3	0	0	-2	-2	1
